TDP-43 yeast inh – TDP-43 toxicity inhibition in yeast; 410,000 compounds, 1.8% hits; Potency, µM (series often up to 46.1 µM), without a hit: at the highest dose growth rescue (activation), most hits filed as activators; AID 652104; TDP-43 expressing yeast growth rescue, BacTiter-Glo, 24 h; note: % of control where 0% means no effect; nearly all actives have a fitted effect of over 50% in size
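Readout is BacTiter-Glo luminescence of cell growth, so inhibitors register as activators. TDP-43-expressing yeast at OD600=0.02 in galactose medium, after raffinose pregrowth to mid-log, were incubated with compound for 24 hr at 30 deg C.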
aSyn yeast inh – alpha-synuclein toxicity inhibition in yeast | Yeast expressing alpha-synuclein, growth rescue, BacTiter-Glo, 24 h | 370,000 compounds, 0.14% hits | Potency, µM (doses to about 46.1 µM), for inactives: top-dose growth rescue (activation), actives largely listed as activators; note: % of control where 0% means no effect; nearly all actives have a fitted effect of over 65% in size
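Readout is rescue of growth in alpha-synuclein-expressing yeast, so inhibitors of toxicity appear as activators. Growth after 24 hr at 30 deg C in galactose medium is quantified by luminescence.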
PTHR1 agonist – PTHR1 (human) receptor agonism | Q03431 | HEK293 GP2 PTHR1 cells, GloSensor cAMP luminescence, 1 h | Potency, µM (highest dose often 115 µM), inactives show top-dose activation, actives largely listed as activators | 410,000 compounds, 0.075% hits | AID 743266; note: nearly all actives have a fitted effect of over 55% in size; some results filed as inactive show a strong effect at the top dose; inactives centre near -15; many of its hits are not listed in these tables
Target sequence (Q03431 whole entry, looked up): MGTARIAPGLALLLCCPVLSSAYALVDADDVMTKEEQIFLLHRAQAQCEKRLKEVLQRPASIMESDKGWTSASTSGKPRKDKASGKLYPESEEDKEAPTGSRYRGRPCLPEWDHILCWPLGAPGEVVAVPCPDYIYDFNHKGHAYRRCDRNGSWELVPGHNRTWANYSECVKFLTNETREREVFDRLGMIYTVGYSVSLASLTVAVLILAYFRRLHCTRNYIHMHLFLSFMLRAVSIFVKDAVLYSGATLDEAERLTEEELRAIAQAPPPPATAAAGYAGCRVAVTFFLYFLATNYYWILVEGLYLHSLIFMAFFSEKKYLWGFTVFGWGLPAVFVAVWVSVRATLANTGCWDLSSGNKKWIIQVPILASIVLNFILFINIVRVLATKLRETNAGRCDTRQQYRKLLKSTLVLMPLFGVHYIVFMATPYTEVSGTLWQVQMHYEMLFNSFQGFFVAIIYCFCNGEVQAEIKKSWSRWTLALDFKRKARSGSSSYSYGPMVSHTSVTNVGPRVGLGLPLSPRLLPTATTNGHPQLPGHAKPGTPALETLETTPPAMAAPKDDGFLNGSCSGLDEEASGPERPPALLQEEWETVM
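HEK-293-derived GP2 cells expressing PTHR1 and a GloSensor cAMP reporter, 3,000/well, plated overnight, given luciferin plus IBMX (each 0.5 mM as added) for 1 h at 37 °C, then compound for 1 h at 37 °C. Luminescence was read after 15 min at room temperature.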
EPAC2 antag – EPAC2 (human) antagonism | Q8WZA2 | EPAC2 GEF exchange of Rap1B-BODIPY-GDP, fluorescence | Potency, µM (doses to about 114 µM), for inactives: top-dose activity, negative = inhibition, actives largely listed as inhibitors | 360,000 compounds, 0.18% hits | AID 720708; note: % is set by controls: 0 for no effect and ±100 for the full control effect; nearly all actives have a fitted effect of over 45% in size; many of its hits are not listed in these tables
EPAC2 ag – activates human EPAC2 exchange factor. EPAC2 activation, biochemical qHTS; response scale: 100% = 6.5 mM cAMP response. Potency, µM (highest dose often 154 µM), for the others: at the highest dose activation, most hits filed as activators. 360,000 compounds, 0.079% hits. AID 720711; note: nearly all actives have a fitted effect of over 50% in size
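Fluorescence exchange assay: 100 nM EPAC2 with 250 nM RAP1B-BODIPY-GDP and 50 uM GDP; compounds tested as a concentration-titration series (qHTS). Loss of Rap1-bound BODIPY-GDP fluorescence read at 480/540 nm; data normalized to 6.5 mM cAMP.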
EPAC1 ag – activates human EPAC1 exchange factor. O95398. EPAC1 agonist qHTS, biochemical assay; response scale: 100% = response to 6.5 mM cAMP. Potency, µM (top dose mostly 154 µM), inactives show at the top dose activation, most hits filed as activators. 360,000 compounds, 0.073% hits; note: nearly all actives have a fitted effect of over 60% in size
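Normalized to 6.5 mM cAMP, activity reflects EPAC1-catalysed release of BODIPY-GDP from Rap1B, followed kinetically over 30 min at 480 nm excitation, 540 nm emission. Reaction contained 100 nM EPAC1, 250 nM Rap1B-BODIPY-GDP, 50 uM GDP.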
FUS yeast rescue – suppressors of FUS proteinopathy in yeast; Potency, µM (doses to about 76.6 µM), inactives show at the highest dose growth rescue (activation), hits mostly activators; S. cerevisiae FUS-expressing, growth rescue, OD600, 24 h; AID 1347120; 390,000 compounds, 0.24% hits;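 note: plate controls were DMSO vehicle for no effect and reference control for full effect; nearly all actives have a fitted effect of over 55% in size; some results filed as inactive show a strong effect at the top dose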
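S. cerevisiae expressing FUS from galactose induction served as the toxicity model. Growth after 24hr at 30C, read as absorbance at 600 nm, indicates suppression of toxicity; compounds dosed at several concentrations.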
EPAC1 antag – antagonists of human EPAC1; EPAC1 GEF assay, Rap1b-BODIPY-GDP exchange fluorescence; Potency, µM (titrated, usually from 115 µM), without a hit: at the highest dose activity change, negative = inhibition, actives largely listed as inhibitors; 360,000 compounds, 0.14% hits;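 note: plate controls were vehicle for no effect and positive control for full effect; nearly all actives have a fitted effect of over 50% in size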
The depositor's hits bear a star; i = inactive; ? = inconclusive; . = no result given; & = joins results of further samples; [ ] = another dose, or the depositor's remark. Calls come from the whole dose curve; as a rule, active = well fitted curve in the direction sought with a large enough effect; inconclusive = small, poorly fitted or top-dose-only effect, or another doubt; inactive = no such curve, though single readings can be large; an effect the other way counts as inactive or inconclusive. Potency is the fitted concentration of half-maximal effect. The list is partial (hit frequency here may not be typical).

no. | compound | TDP-43 yeast inh | aSyn yeast inh | PTHR1 agonist | EPAC2 antag | EPAC2 ag | EPAC1 ag | FUS yeast rescue | EPAC1 antag
1 | Cc1cc(C)nc(N/N=C/c2sccc2C)n1 | 24% | 0% | i | -8% | 2% | 3% | -1% | -3%
2 | Cc1sc2nc(CSCC(=O)N(CCC#N)c3ccccc3F)[nH]c(=O)c2c1C | 1% | 1% | i | 8% | 0% | -8% | 14% | 1%
3 | CCCCCCC(O)(c1ccccc1)C(CN1CCOCC1)c1ccccc1 (stereo not drawn) | 14% | 12% | -5% | ? | 1% | 0% | 17% | 8%
4 | C/C(CC(=O)Nc1ccc(N(C)C)cc1)=N\NC(=O)c1ccc(Cl)cc1Cl | -21% | 2% | -22% | 11% | 7% | -6% | 13% | -20%
5 | Cn1ncc(Cl)c1C(=O)Nc1cc(C(F)(F)F)ccc1F | 0% | -2% | ? | -3% | -10% | -2% | 17% | -2%
6 | Cc1ccc(S(=O)(=O)N2CCOCC2)cc1NC(=O)COC(=O)c1cc(=O)c2ccccc2o1 | 5% | 1% | i | 2% | 9% | 1% | 5% | 7%
7 | COc1ccccc1CN(C)C(=O)CSCC(=O)Nc1ccccc1F | 26% | 0% | -1% | -16% | -2% | 0% | 7% | -14%
8 | COc1ccc(-c2cc(C(=O)OCC(=O)Nc3ccc4c(c3)OCO4)c3ccccc3n2)cc1 | -1% | 0% | i | 17% | 2% | 0% | . | 4%
9 | O=C(CN1C(=O)c2ccccc2S1(=O)=O)Nc1ccccn1 | -14% | 4% | -17% | 14% | 0% | -1% | -8% | 3%
10 | Cc1cc(C)c(S(=O)(=O)N2CCCCC2)cc1N(C)S(=O)(=O)c1ccc(Cl)cc1 | 18% | 0% | -15% | -1% | 3% | 3% | -5% | -2%
11 | Cc1cccc(CN2CCN(C(=O)CCc3nnc(C4CCCCC4)o3)CC2)c1 | -11% | 5% | i | -5% | -6% | -6% | -8% | -10%
12 | CCOc1ccc(-c2cccc(NC(=O)COc3ccc(Cl)cc3)c2)nn1 | ? | -8% | -25% | 6% | 10% | 7% | 19% | -8%
13 | COc1ccc([C@H]2C[C@@H](n3cc(COC(=O)c4ccccc4)nn3)[C@H](O)CN2Cc2cccs2)cc1 | 19% | 0% | -28% | 1% | 8% | 7% | 12% | 7%
14 | COc1ccc(Oc2coc3cc(OC(=O)N4CCOCC4)ccc3c2=O)cc1 | -15% | 1% | i | 4% | 8% | 1% | 10% | 0%
15 | Cc1csc(=O)n1CC(=O)Nc1ccc(Cl)cc1F | 15% | 6% | -15% | 4% | -2% | 14% | -15% | -3%
16 | Cc1cn([C@H]2C[C@H](O)[C@@H](CNC(=O)[C@H]3CCC(=O)N3)O2)c(=O)[nH]c1=O | 5% | 1% | -15% | 2% | 11% | -16% | -9% | 9%
17 | CCOC(=O)Cc1nnc(NC(=O)c2ccccc2OCC)s1 | 25% | 6% | -22%[57.5 µM] | 6% | 8% | -1% | 9% | 8%
18 | O=C(Nc1ccc(-c2nc3ccccc3s2)cc1)c1cc(-n2cnnc2)ccc1Cl | -16% | 9% | -92%[inhibitor] | -8% | 11% | 13% | ? | -6%
19 | COc1ccc(N2CCN(S(=O)(=O)c3cn(C)c(=O)n(C)c3=O)CC2)cc1 | 3% | -4% | -9% | -5% | 2% | 8% | -21% | 16%
20 | CCOC(=O)c1[nH]c2cc3c(cc2c1NC(=O)CN1CCCC1)OCO3 | -21% | -10% | i | -2% | 11% | 8% | 5% | -23%
21 | O=S(=O)(c1ccc(-c2nnco2)cc1)N1CCCCC1 | 6% | 2% | i | 2% | 5% | 5% | 10% | -21%
22 | CC(C)C[C@@H](CN1CCC[C@H]1CN1C(=O)C(=O)NC[C@@H]1Cc1ccc(O)cc1)N1C[C@H](Cc2ccccc2)N(CCc2ccccc2)C(=O)C1=O | 10% | 3% | 5% | -1% | 2% | 1% | 31% | -1%
23 | CC(/C=C/c1ccccc1F)=N\NC(=O)c1cccc(F)c1 | 12% | 0% | -9% | 2% | 16% | 6% | 4% | 4%
24 | Cc1ccc(NC(=O)c2cc(F)c(F)cc2Cl)nc1 | 1% | -9% | -7% | 0% | -5% | -1% | 15% | 0%
25 | CC(C)c1ccc(NC(=O)CN2C(=O)NC3(CCCC3)C2=O)cc1 | -8% | -1% | -11% | 2% | 1% | -3% | 21% | -18%
26 | COc1ccccc1-c1nnc(NC(C)=O)s1 | -14% | 2% | -7% | 5% | 0% | -8% | . | -1%
27 | Cc1cccc(C(C)(C)C)c1OCCn1ccnc1 | -8% | -2% | -32%[inhibitor] | 4% | 5% | 4% | -1% | 15%
28 | CCOC(=O)c1cnc2c(CC)cccc2c1NCCCN1CCOCC1 | -17% | -2% | i | -12% | 1% | 12% | -14% | 5%
29 | CCCCNC(=O)N(O)C1N(/N=C/c2ccccc2F)C(=S)SC1(C)C (stereo not drawn) | 3% | -5% | i | 0% | 6% | -7% | 13% | -7%
30 | CCOC(=O)[C@]12CCC=C1N(Cc1ccccc1)C(=O)[C@H](CC(=O)N1CCN(C(=O)c3ccco3)CC1)C2 | 8% | 0% | -4% | -4% | 2% | 1% | 20% | -6%
31 | O=C(CSc1nc2ccc(Nc3nc(N4CCOCC4)nc(N4CCOCC4)n3)cc2s1)Nc1ccccc1Cl | -10% | -10% | 3% | 8% | 1% | 7% | 24% | 2%
32 | OC1=C(O)c2nc3ccccc3nc21 | -11% | 0% | -2%[57.5 µM] | -3% | 2% | 7% | 21% | 3%
33 | Cc1ccccc1CN1C(=O)CSCC1(C)C(=O)NC(C)C (stereo not drawn) | 15% | -1% | -20% | -3% | 7% | 7% | 9% | -12%
34 | Cc1cc(C)nc(N2CCCC(C(=O)NCCC3=CCCCC3)C2)n1 (stereo not drawn) | -3% | -8% | -16% | 0% | -1% | 6% | 8% | 3%
35 | Cc1ccc(NC(=O)C2CCCN(S(=O)(=O)c3cnc[nH]3)C2)cc1C (stereo not drawn) | 5% | 0% | -39%[inhibitor] | -8% | 12% | -1% | -20% | -4%
36 | C=Cn1c(N2CCOCC2)nc2c1c(=O)[nH]c(=O)n2C | 10% | -15% | i | 6% | -2% | 0% | -9% | 5%
37 | CCNC(=O)C1(C)CCCN1Cc1c(F)cccc1F (stereo not drawn) | 0% | -2% | -22% | 14% | -6% | 10% | -7% | 8%
38 | CCOC(=O)C1CCN(S(=O)(=O)c2ccc3c(c2)CCN3C(=O)C2CCC2)CC1 | 4% | 0% | -24% | -3% | -2% | 3% | -2% | -4%
39 | Cc1cc(C)cc(NC(=S)NC2CC3CCCC(C2)N3CC(C)C)c1 (stereo not drawn) | 0% | 2% | -24% | 2% | 5% | 12% | -18% | -13%
40 | COc1ccc(Oc2ncnc3c2ncn3Cc2ccccc2)cc1 | 4% | -1% | -24% | -4% | -20% | -6% | -41% | -12%
41 | CS(=O)(=O)N1CCc2cc(C(=O)N3CCN(c4ccccc4F)CC3)ccc21 | -13%&4% | 1% | -33%&0% | 10% | 1% | -4% | 47%&26% | 38%[activator]
42 | CCOc1ncccc1C(=O)NCCCSc1ccccc1 | 20% | 1% | i | -11% | 5% | 5% | 25% | 6%
43 | CN1CCN(c2nc(Nc3ccccc3)nc(N)c2[N+](=O)[O-])CC1 | -22% | -4% | 5% | 8% | 13% | 0% | 7% | -5%
44 | CCc1cccc(C)c1NC(=O)N(C)C1CCCCC1 | 2% | 0% | i | 1% | 4% | -5% | -12% | -7%
45 | CCc1cccc(C)c1N(C(=O)Cn1c(CO)nc2ccccc21)C(C)COC (stereo not drawn) | -23% | -4% | ? | 2% | 6% | 5% | 13% | 4%
46 | COc1ccc(N2CCN(CCCNC(=S)Nc3c(C)cccc3C)CC2)cc1 | -19% | 2% | -4% | -6% | 9% | 10% | 8% | 0%
47 | CCn1cc(C(=O)NCCCN(CC(C)C)CC(C)C)c(=O)c2cc(S(=O)(=O)N(C)C3CCCCC3)ccc21 | -4%&6% | -8% | -4%&-24% | -3% | -11% | -7% | -5%&-12% | 15%
48 | Nc1ncnc2c1ncn2[C@@H]1O[C@H](C(=O)N2CCN(Cc3ccccn3)CC2)[C@@H](O)[C@H]1O | 19% | -3% | -15% | 8% | 0% | -6% | -17% | 10%
49 | CCCCN1CC(CO)Oc2cccc(F)c2S1(=O)=O (stereo not drawn) | 23% | -6% | i | 0% | 4% | -25% | -17% | -18%
50 | O=C(NNC(=O)C12CC3CC(CC(C3)C1)C2)c1cccc([N+](=O)[O-])c1 | -10% | -1% | -2% | 4% | 3% | -1% | 16% | 10%
51 | Cc1sc2ncnc(N3CCN(CCOc4ccc(Cl)cc4)CC3)c2c1C | -17% | 4% | i | -16% | 5% | 12% | 30% | -17%
52 | CC1(C)Oc2ccc(C(=O)NC3CCCCC3)cc2N(CC#N)C1=O | -1% | 5% | -7% | 4% | 2% | 4% | 14% | -6%
53 | O=C(CSc1nnc(CNC(=O)c2cccs2)o1)Nc1cccc(Cl)c1 | -1% | 1% | 2% | 5% | 8% | -6% | 2% | 3%
54 | Cc1c(Cl)c([N+](=O)[O-])nn1CCCC(=O)Nc1c(Cl)cccc1Cl | 10% | -8% | -19% | 7% | -1% | 4% | . | -1%
55 | COc1ccc(/C=C\C(=O)NCC(=O)N/N=C/c2ccc(O)cc2O)cc1 | 4% | -6% | i | -11% | 10% | -2% | 10% | -3%
56 | Brc1ccc(CSc2nnc(-c3cccnc3)o2)cc1 | -2%[9.22 µM] | 1% | i | 8% | 8% | -6% | 16% | -13%
57 | COCCn1c(SCC#N)nnc1-c1ccc2c(c1)OCO2 | -15% | -9% | i | 9% | 10% | -3% | 2% | 11%
58 | COc1ccc(NS(=O)(=O)c2cc(NC(=O)c3cnc(C)cn3)ccc2N2CCCC2)cc1 | 0% | 18% | 0% | 4% | -5% | -10% | . | -14%
59 | COCCCNC(=O)c1ccc(-n2nc(C(F)(F)F)cc2-c2cccs2)cc1 | 0% | 1% | -14% | -2% | 9% | 12% | 38% | -12%

Single records, from the list above. Order of values: TDP-43 yeast inh | aSyn yeast inh | PTHR1 agonist | EPAC2 antag | EPAC2 ag | EPAC1 ag | FUS yeast rescue | EPAC1 antag
`CC(/C=C/c1ccccc1F)=N\NC(=O)c1cccc(F)c1` is entered as 12% | 0% | -9% | 2% | 16% | 6% | 4% | 4%
`CC1(C)Oc2ccc(C(=O)NC3CCCCC3)cc2N(CC#N)C1=O` is entered as -1% | 5% | -7% | 4% | 2% | 4% | 14% | -6%

Screening results (PubChem)
